MOR-DOR inv ag = mu-delta opioid heterodimer inverse agonism; P35372+P41143; cell-based MOR-DOR heterodimer luminescence; inhibition, % at 9.3 µM; actives 0.21% (n = 340,000); AID 504357; in the data active = inhibition above about 22%, passing the limit was not always enough;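 also: 0% = cells with DMSO and 100% = wells without cells with DMSO; values of inactives mirror those of a sister screen read the other way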
Keap1 Nrf2 FP = Keap1-Nrf2 (human) interaction inhibition | AID 504523 | actives 0.15% (n = 340,000) | Q14145 | inhibition, % at 9.4 µM | Keap1 Kelch-Nrf2 peptide fluorescence polarization, 1536-well; in the data active = inhibition above about 12%; inconclusive = no clear call, values can overlap the other calls; inactive = below about 7.3%;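 also: human Keap1 Kelch domain with fluorescein labeled Nrf2 9mer peptide probe; 0% = neutral control wells and 100% = peptide positive control; higher means more block of Keap1 binding to Nrf2 peptide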
RTF Ca sens act = cardiac RTF calcium sensitization. IANBD-labeled TnC RTF fluorescence at EC20 calcium; 0% EC20 calcium, 100% full calcium. activation, % at 7.2 µM. actives 0.24% (n = 340,000). AID 493008;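 active = activation above the mean over all tested compounds plus 3 SD, cut at about 30% in these data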;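 also: rise in fluorescence read as greater calcium sensitivity of cardiac thin filaments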
MOR-DOR ag = OPRM1-OPRD1 heterodimerization agonism | P35372+P41143 | cells, luminescence | activation, % at 9.3 µM | actives 0.3% (n = 340,000); in the data active = activation above about 18%;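 also: 0% = vehicle-treated cells and 100% = reference agonist; values of inactives mirror those of a sister screen read the other way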
V-ATPase pHluor = regulators of yeast V-ATPase proton transport; response, % at 10 µM; S. cerevisiae, pHLuorin cytosolic pH fluorescence; actives 0.37% (n = 350,000); in the data active = response mostly above about 7.3%, no sharp cut-off; inactive = mostly below about 5.4%; also: actives read high; inactives centre near 0; some compounds called inactive have numbers as strong as hits; reference of the scale not given here
Arr AP2 block = blocks beta-arrestin peptide binding to AP2 adaptin; FITC-arrestin peptide / GST-AP2 beads, flow cytometry; AP2 beta2 appendage carries R879A mutation; inhibition, % at 10 µM; actives 0.31% (n = 340,000); AID 504490;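 active = inhibition above a set limit, near 3 SD of compounds lacking own fluorescence, cut at about 54% in these data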;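 also: plate controls were DMSO wells for no effect and 5 µM unlabelled arrestin peptide for full effect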
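System: GST-tagged AP2 beta2-adaptin appendage (R879A) on 4 µm glutathione beads / Reagent: FITC-arrestin peptide, 50 nM / Detection: HyperCyt-sampled flow cytometry, FL1 channel, ex 488/em 535 nm / Timing: 12 min plus 1 h, RT / Buffer or medium: PBS plus Tween 20 (0.05%) and BSA (0.1%)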
Cardiac RTF inh = cardiac RTF calcium desensitization. IANBD-labeled cardiac RTF, Ca2+ fluorescence. inhibition, % at 7.15 µM. P19429+P45379. actives 0.12% (n = 340,000);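 active = inhibition above the mean inhibition of all tested compounds plus 3 SD, cut at about 17% in these data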;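 also: assay run at fixed EC70 calcium of 1.6 mM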
Wnt bcat act = Wnt/beta-catenin pathway activation. AID 743398. activation, % at 9.35 µM. actives 1.2% (n = 300,000). Wnt/beta-catenin reporter cell assay, activator, plate reader; in the data active = activation above about 30%, passing the limit was not always enough; inconclusive = no clear call, values can overlap the other calls;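 also: 0% = neutral control wells and 100% = positive control wells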
C-LANA FP = inhibitors of KSHV LANA C-terminal domain DNA binding | MBP-C-LANA/FAM-LBS DNA binding, fluorescence polarization | inhibition, % at 9 µM | actives 0.078% (n = 340,000);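 active = highest replicate inhibition at or above 60% at 9 µM, even if other replicates fall short; inactive = all replicates below 60% inhibition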;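 also: 0% = neutral control wells and 100% = 4 µM acridine orange control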
DSG3 Ab inh = inhibitors of pemphigus antibody binding to human desmoglein-3. P32926. actives 0.48% (n = 310,000). binding (percent of control), % at 10 µM. DSG3-coupled beads, scFv-anti-DSG3-GFP binding, flow cytometry; stronger effect = lower value. AID 588358;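 active = binding more than 3 SD below its plate's average and above zero; inconclusive = below that plate limit but binding exactly zero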;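 also: hits lower antibody fragment binding to DSG3; some compounds called inactive have numbers as strong as hits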
Target sequence (P32926 whole entry, looked up, the tested form may be a part): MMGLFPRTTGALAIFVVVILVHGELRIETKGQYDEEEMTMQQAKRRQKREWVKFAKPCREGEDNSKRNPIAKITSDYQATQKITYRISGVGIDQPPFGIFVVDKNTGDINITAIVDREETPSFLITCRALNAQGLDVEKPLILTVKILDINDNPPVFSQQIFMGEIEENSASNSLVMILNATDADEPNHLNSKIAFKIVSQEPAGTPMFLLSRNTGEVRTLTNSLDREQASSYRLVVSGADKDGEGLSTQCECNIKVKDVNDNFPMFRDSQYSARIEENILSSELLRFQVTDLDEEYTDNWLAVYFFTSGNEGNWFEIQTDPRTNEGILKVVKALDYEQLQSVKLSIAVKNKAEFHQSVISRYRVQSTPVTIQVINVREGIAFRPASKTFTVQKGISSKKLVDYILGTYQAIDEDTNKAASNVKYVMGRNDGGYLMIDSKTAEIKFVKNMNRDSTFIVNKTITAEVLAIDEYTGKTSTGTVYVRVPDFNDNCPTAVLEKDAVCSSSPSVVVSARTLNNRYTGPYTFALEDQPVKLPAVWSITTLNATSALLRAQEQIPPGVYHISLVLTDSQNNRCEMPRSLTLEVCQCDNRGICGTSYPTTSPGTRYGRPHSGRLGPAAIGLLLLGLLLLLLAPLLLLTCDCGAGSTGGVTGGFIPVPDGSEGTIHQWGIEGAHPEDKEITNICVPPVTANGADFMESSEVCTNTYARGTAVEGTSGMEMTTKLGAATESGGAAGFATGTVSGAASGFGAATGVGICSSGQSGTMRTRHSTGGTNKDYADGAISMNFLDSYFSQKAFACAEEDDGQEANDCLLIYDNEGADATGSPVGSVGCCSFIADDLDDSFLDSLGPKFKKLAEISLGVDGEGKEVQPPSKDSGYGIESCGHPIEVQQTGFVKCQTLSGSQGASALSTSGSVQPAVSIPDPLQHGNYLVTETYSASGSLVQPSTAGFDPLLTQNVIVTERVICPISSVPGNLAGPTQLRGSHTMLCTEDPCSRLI
An asterisk follows results filed as active; i = inactive; ? = inconclusive; / = not tested or not shown.

Sequence of screens – MOR-DOR inv ag, Keap1 Nrf2 FP, RTF Ca sens act, MOR-DOR ag, V-ATPase pHluor, Arr AP2 block, Cardiac RTF inh, Wnt bcat act, C-LANA FP, DSG3 Ab inh
[1] O=C(NS(=O)(=O)c1ccccc1)c1ccccc1F
→ 1, 0, 13, -0.2, 2, 15, 6, /, -0.7, 109
[2] CCCCn1c(SCC(=O)Nc2ccc3c(c2)OCO3)nc2c1c(=O)n(C)c(=O)n2C
→ -13, -2, 1, 2.4, -3, -1, 0, /, 0.3, 100
[3] CC1CCCCN1C(=O)CCNC(=O)Cn1cnc2ccccc2c1=O (centres undefined)
→ 4, -1, -4, -0.7, 0, -3, 4, 1, -0.1, /
[4] COC(=O)c1ccc(NC(=O)CSc2nnc(COc3ccccc3)n2C)cc1
→ 0, -2, 2, -0.1, -4, 30, -1, /, 2.3, /
[5] Cc1cccc(C)c1N(CC(=O)NN=C1CCCCCC1)S(C)(=O)=O
→ 2, 2, 0, -0.4, -4, 12, 1, /, 0.3, 81
[6] O=P(O)(OCc1ccccc1)OCc1ccccc1
→ 15, -3, -2, -2.7, 3, 6, -6, ?, 0.3, 104
[7] COCC(=O)N1CCC(n2nnc3cc(F)ccc32)CC1
→ 6, -1, -4, -0.9, -5, -9, 6, 0, -0.1, /
[8] N#Cc1ccsc1NC(=O)C1CC(=O)N(Cc2ccccc2)C1 (centres undefined)
→ 7, 0, -4, -1.2, -3, -10, -11, -1, 2.4, 101
[9] NS(=O)(=O)c1ccc(CCNC(=O)c2ccc(Cn3c(=O)[nH]c4ccccc4c3=O)cc2)cc1
→ 3, -1, -2, -0.5, -2, -6, -2, -1, -0.2, 102
[10] CC(=O)c1ccc(OCc2cc(C(=O)N(C)C(C)c3nccs3)no2)cc1 (centres undefined)
→ 13, -5, -6, -2.5, 2, -12, 0, -2, 1.2, 96
[11] COc1ccc(-n2nc3cc(C)c(N)cc3n2)cc1Cl
→ -31, -7, 2, 6.1, -2, 19, 2, 8, -1.4, 122
[12] O=C(CN1CCc2[nH]c3ccccc3c2C1)N1CCCCC1
→ 3, 0, -4, -0.8, -1, -6, -2, -1, 0.8, /
[13] NS(=O)(=O)c1cccc(NC(=O)CN2CCN(S(=O)(=O)c3ccc4c(c3)OCCO4)CC2)c1
→ 12, 1, -2, -2.3, -4, 3, 4, 1, -1.7, 90
[14] CC1CC(C)CN(CC(=O)Nc2ccc3c(c2)OCCO3)C1 (centres undefined)
→ 17, 0, -1, -2.7, -1, -1, -4, 7, -1.4, 95
[15] CCN(C(=O)COC(=O)C1COc2ccccc2O1)c1c(N)n(Cc2ccccc2)c(=O)[nH]c1=O (centres undefined)
→ 17, -1, 1, -4.3, 4, 2, -2, 1, 1.3, 99
[16] COc1cccc(NC(=O)CCC(=O)NCc2ccco2)c1
→ 10, 5, -2, -1.6, -1, -4, -41, -4, -2.0, 95
[17] COc1cccc(NC(=O)N2C3CCCC2CC(NC(C)=O)C3)c1 (centres undefined)
→ 3, 2, 2, -0.7, 3, 7, -1, 1, -3.2, 98
[18] Cc1nn(Cc2cccc(C(=O)O)c2)c(C)c1[N+](=O)[O-]
→ 13, 3, -7, -2.7, 0, 4, 0, -1, 0.4, 98
[19] COC(=O)CSc1nnc(-c2c[nH]c3ccccc23)o1
→ 12, -2, -1, -2.5, 2, -8, -4, 0, 1.6, 119
[20] CCOC(=O)CC1(C)SC(NC(C)=O)=NN1C(C)=O (centres undefined)
→ 0, 1, -3, 0.0, 4, 10, -1, 1, -0.2, 97

Further compounds.
Sequence of screens – MOR-DOR inv ag, Keap1 Nrf2 FP, RTF Ca sens act, MOR-DOR ag, V-ATPase pHluor, Arr AP2 block, Cardiac RTF inh, Wnt bcat act, C-LANA FP, DSG3 Ab inh
[21] N#Cc1ccncc1S(=O)c1ccc(Cl)cc1 (centres undefined)
→ 15, -4, -1, -3.3, 0, 9, -1, -1, 0.0, /
[22] CC1(C)C(C=C(Cl)Cl)C1C(=O)N1CCN(c2ccccc2)CC1 (centres undefined)
→ -7, -5, -2, 1.2, -3, 2, -10, /, 0.7, 103
[23] Cc1ccc(N2CC(C(=O)NCCN3CCOCC3)CC2=O)cc1 (centres undefined)
→ 7, 2, -7, -1.1, -2, 13, 9, -1, -0.7, /
[24] N#CC1(c2ccccc2)CCC(=O)N1c1ccccc1 (centres undefined)
→ 11, -1, -1, -2.1, -3, 5, -1, 0, -0.7, 115
[25] COc1cccc(NC(=O)N2CCc3ccccc3C2)c1
→ 22, 5, -2, -4.1, 5, -9, -7, 26, 0.0, 120
[26] CCOC(=O)N1CCC(NC(=O)c2cc(COc3ccc(F)cc3Cl)on2)CC1
→ 4, -6, -2, -0.6, 3, -8, 4, -2, 2.2, 105
[27] O=C(CSc1nnc(-c2ccoc2)o1)N1CCOCC1
→ 18, -1, -3, -3.0, 2, -10, 6, -4, -1.0, 96
[28] O=C(OCC(=O)C12CC3CC(CC(C3)C1)C2)c1ccc(O)cc1
→ -49, 2, 4, 9.3, 0, 31, -3, 22, -0.5, 102
[29] [N-]=[N+]=CC(=O)CC(c1ccccc1)N1C(=O)c2ccccc2C1=O (centres undefined)
→ 10, -1, -6, -1.7, -2, 0, -5, /, -0.5, 96
[30] Cc1cccc(-c2nc(C)cc(=O)[nH]2)c1
→ 11, -4, 4, -2.2, -1, 2, 2, -1, -0.1, 116
[31] Cc1cc(C(=O)Cn2nc(C(=O)O)c3ccccc3c2=O)c(C)n1-c1ccc(OC(F)F)cc1
→ -35, 1, 2, 6.7, -2, -9, 4, -5, -2.7, 104
[32] COc1ccc(NC(=O)NC2(C)CCS(=O)(=O)C2)cc1 (centres undefined)
→ 13, 0, -9, -2.4, 0, 29, 8, 0, 0.0, 100
[33] CS(=O)(=O)Nc1nnc(CCc2ccccc2)s1
→ 1, 6, 1, -0.2, 1, -15, -4, -1, -1.2, 98
[34] CCOc1ccccc1C(=O)N[C@H](C(=O)OCc1cc([N+](=O)[O-])cc2c1OCOC2)C(C)C
→ -2, -6, 2, 0.3, -5, -4, -6, -4, -0.4, 123
[35] O=C1CSC(c2ccc(F)c(F)c2)N1c1ccccc1F (centres undefined)
→ 2, 1, -4, -0.5, -1, -17, -1, -2, 0.1, 114
[36] CCNC(=O)CSc1nc(-c2ccc(F)cc2)cs1
→ 5, -6, 10, -1.1, 8.1*, 24, -9, 17, 1.4, 106
[37] O=C(NC1CCCC1)C(c1cccnc1)N(C(=O)c1ccco1)c1cccc(F)c1 (centres undefined)
→ 9, -3, 4, -1.3, 6, -5, 0, -5, 0.6, /
[38] CC1C/C(=C/c2cccs2)C(=O)/C(=C/c2cccs2)C1 (centres undefined)
→ -1, 3, -1, 0.1, -1, -18, 3, 2, 0.6, 101
[39] CCOC(=O)C/C(C)=N/NC(=O)CNc1cccc(Cl)c1C
→ 0, 0, 11, 0.0, -1, -7, -22, -3, -0.5, 102
[40] O=C(COC(=O)c1cncc(Br)c1)NC1CC1
→ 17, -2, -2, -3.5, -2, 34, -4, /, 0.6, 102

Next section
Sequence of screens – MOR-DOR inv ag, Keap1 Nrf2 FP, RTF Ca sens act, MOR-DOR ag, V-ATPase pHluor, Arr AP2 block, Cardiac RTF inh, Wnt bcat act, C-LANA FP, DSG3 Ab inh
[41] CC1Cc2cc(/C(O)=C3\C(=O)C(=O)N(CCN(C)C)C3c3ccccc3F)ccc2O1 (centres undefined)
→ 8, -2, -5, -1.5, -3, -9, 12, /, -0.9, 101
[42] O=C(Cc1ccc(S(=O)(=O)N2CCOCC2)s1)N1CCN(c2cccc(C(F)(F)F)c2)CC1
→ 3, -2, 2, -0.9, 5, -3, -1, /, -1.2, 110
[43] CCn1c(SCC(=O)N/N=C(\C)c2ccco2)nnc1-c1ccccc1
→ 22, -1, 5, -4.5, 1, 1, -4, -3, 0.6, 96
[44] Cc1nnc(SC(C)C(=O)Nc2ccc(S(=O)(=O)NC3CCCCC3)cc2)s1 (centres undefined)
→ -11, 0, -7, 1.8, -8, 10, -2, -3, 0.1, 118
[45] CC1CCCCC1NC(=O)CNC(=O)c1ccco1 (centres undefined)
→ 3, -2, -1, -0.6, -1, -6, -15, 2, 0.0, 94
[46] CCSC1=NSC2=NC(=O)/C(=C\c3coc4ccccc4c3=O)C(=N)N12
→ 6, -52, 555*, -1.0, -2, 13, i, /, 8.8, /
[47] CC(C)Nc1ncnc2c1cnn2Cc1ccc(Cl)cc1
→ 7, 2, 3, -1.5, 6, 0, -9, 0, -0.4, 94
[48] C=CC[C@@H](CC(=O)N[C@@H](CO)Cc1ccccc1)C(=O)N[C@@H](C)COC(=O)[C@@H](CC=C)Cc1ccc(F)cc1
→ -4, -1, 1, 0.8, -1, 23, -2, -3, -0.9, 101
[49] CC(=O)N1CCc2cc(S(=O)(=O)CCC(=O)O)ccc21
→ 7, 3, -3, -1.5, 0, -4, -5, /, 2.3, 97
[50] Cn1nccc1C(=O)NC1CCCc2c1cnn2-c1ccc(C(C)(C)C)cc1 (centres undefined)
→ 12, -4, 1, -2.2, -1, -12, 4, -8, -0.5, 101
[51] CCCCNC(=S)NNC(=O)C1=NN(c2cc(C)ccc2C)C(=O)CC1
→ -10, -4, 7, 1.5, -3, 15, -12, -1, -1.0, 92
[52] Cc1ccc(N2C(=O)N3[C@H](c4ccc(Cl)cc4)[C@@H]4C(=O)N(C5CCCCC5)C(=O)[C@@H]4[C@]3(Cc3ccccc3)C2=O)cc1
→ 8, -1, 10, -1.5, -2, 27, 4, -5, -1.2, 92
[53] CCOC(=O)Cc1csc(NC(=O)c2ccc(OC)c(OC)c2)n1
→ 0, -1, 1, -0.1, 2, 9, -4, 4, -3.2, 101
[54] Nc1nc(N)nc(-c2cccc(Br)c2)n1
→ 5, -1, 1, -1.0, 0, -5, 3, 36*, -0.9, 78
[55] Cc1ccccc1N(C(=O)Cc1cccs1)C(C(=O)NC1CCCCC1)c1cn(C)nc1C (centres undefined)
→ 8, -7, 6, -1.4, 3, 14, -6, /, -0.7, 104

Whole records from above.
Cc1ccccc1N(C(=O)Cc1cccs1)C(C(=O)NC1CCCCC1)c1cn(C)nc1C (centres undefined) in the list: MOR-DOR inv ag: 8; Keap1 Nrf2 FP: -7; RTF Ca sens act: 6; MOR-DOR ag: -1.4; V-ATPase pHluor: 3; Arr AP2 block: 14; Cardiac RTF inh: -6; Wnt bcat act: /; C-LANA FP: -0.7; DSG3 Ab inh: 104
C=CC[C@@H](CC(=O)N[C@@H](CO)Cc1ccccc1)C(=O)N[C@@H](C)COC(=O)[C@@H](CC=C)Cc1ccc(F)cc1 in the list: MOR-DOR inv ag: -4; Keap1 Nrf2 FP: -1; RTF Ca sens act: 1; MOR-DOR ag: 0.8; V-ATPase pHluor: -1; Arr AP2 block: 23; Cardiac RTF inh: -2; Wnt bcat act: -3; C-LANA FP: -0.9; DSG3 Ab inh: 101

Bioassay records: PubChem BioAssay, several laboratories
